Assay outcomes from PubChem.
TNAP inh noacc: inhibitors of human TNAP without phosphate acceptor; purified TNAP, CDP-star luminescence, 30 min; inhibition, % at 20 µM; AID 1012; hit rate 0.26% among 200,000;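 active means tissue-nonspecific alkaline phosphatase inhibition above about 50% at 20 µM in the single-dose screen, limit read from the data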;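 further: 0% = DMSO negative control and 100% = EDTA positive control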
Target sequence (P05186 whole entry, looked up): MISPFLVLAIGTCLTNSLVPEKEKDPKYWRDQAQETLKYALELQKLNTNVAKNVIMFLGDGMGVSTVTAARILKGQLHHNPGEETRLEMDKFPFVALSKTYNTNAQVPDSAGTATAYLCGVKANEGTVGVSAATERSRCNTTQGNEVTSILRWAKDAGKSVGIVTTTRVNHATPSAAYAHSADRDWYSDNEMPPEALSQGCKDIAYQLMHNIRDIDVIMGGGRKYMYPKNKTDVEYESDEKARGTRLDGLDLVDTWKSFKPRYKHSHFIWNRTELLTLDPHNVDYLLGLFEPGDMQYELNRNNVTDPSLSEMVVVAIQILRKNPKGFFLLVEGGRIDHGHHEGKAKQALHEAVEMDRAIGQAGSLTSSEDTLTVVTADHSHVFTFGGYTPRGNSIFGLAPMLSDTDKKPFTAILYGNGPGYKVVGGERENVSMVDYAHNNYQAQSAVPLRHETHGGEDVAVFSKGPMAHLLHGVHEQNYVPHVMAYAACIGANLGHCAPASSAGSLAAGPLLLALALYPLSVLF
TNAP inh hi DEA: TNAP (human) inhibition, high acceptor; P05186; purified TNAP, CDP-star luminescence, 1 M DEA; inhibition, % at 20 µM; hit rate 0.03% among 200,000; AID 1135;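 active means over 50% inhibition of tissue-nonspecific alkaline phosphatase at 20 µM in the single-dose screen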;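 further: plate controls were DMSO wells for no effect and EDTA-quenched wells as full inhibition for full effect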
FLuc stim CS: affects firefly luciferase, flagging false hits in luciferase stimulation screens; 200,000 tested, under 10 active; ATPlite luciferase biochemical, luminescence, 10 min; 0 = ATP-free wells, 1 = DMSO control; P08659; AID 1027; activation factor at 10 µM;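 active means luciferase activation factor, scaled between plate controls, of at least 2 with compound at 10 µM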
Target sequence (P08659 whole entry, looked up): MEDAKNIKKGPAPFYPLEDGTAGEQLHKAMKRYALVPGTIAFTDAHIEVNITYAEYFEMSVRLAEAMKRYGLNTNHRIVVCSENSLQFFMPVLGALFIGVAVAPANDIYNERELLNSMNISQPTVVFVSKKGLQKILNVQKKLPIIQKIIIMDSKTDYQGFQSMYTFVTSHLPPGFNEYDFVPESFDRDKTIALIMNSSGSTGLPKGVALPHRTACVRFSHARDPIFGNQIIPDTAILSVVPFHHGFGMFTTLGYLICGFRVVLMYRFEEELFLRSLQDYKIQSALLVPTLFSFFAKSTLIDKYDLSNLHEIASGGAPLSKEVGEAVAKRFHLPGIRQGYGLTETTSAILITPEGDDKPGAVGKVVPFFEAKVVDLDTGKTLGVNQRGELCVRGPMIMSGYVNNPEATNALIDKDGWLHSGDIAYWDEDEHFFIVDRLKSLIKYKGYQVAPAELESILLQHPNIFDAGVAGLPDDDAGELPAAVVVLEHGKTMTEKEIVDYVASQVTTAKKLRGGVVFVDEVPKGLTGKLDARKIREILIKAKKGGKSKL
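System: Luciferase/luciferin detection reagent, cell-free biochemical luciferase assay | Medium: PBS buffer for ATP | Dosing: Test compounds dosed from 2 mM stocks in 100% DMSO | Timing: 10 min at ambient temperature | Signal: Luminescence measurement of luciferase light output | Evaluation: Luciferase activation, seen as luminescence increase over controls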
TNAP act hi DEA: activators of human TNAP at high phosphate acceptor concentration; 200,000 tested, under 10 active; P05186; purified TNAP, CDP-star luminescence, 1 M DEA, 30 min; hits give high values; 0 = EDTA background, 1 = DMSO-only activity; activation factor at 20 µM;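 active means activation factor at least 2 at 20 µM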
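system = human TNAP | amount = enzyme diluted 1/800 final | reagent = 100 µM CDP-star substrate | signal = luminescent substrate turnover signal | dosing = one dose, 20 µM | benchmarks = EDTA negative control, DMSO positive control | measure = activation factor | timing = 30 min reaction, room temperature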
NF-kB expr up: raises NF-kB expression in human neuronal cells; fold change at 12.5 µM; AID 1239; NF-kB reporter expression; hits give high values; hit rate 1.6% among 190,000; in the data active means fold change above about 3.3
FLuc inh counter: inhibits firefly luciferase, flagging false hits in luciferase inhibition screens; inhibition, % at 10 µM; hit rate 1.5% among 200,000; P08659; AID 1006; ATPLite firefly luciferase biochemical luminescence, 10 min;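 active means inhibition above about 50% when tested at 10 µM, limit read from the data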
bIAP act: increases bovine intestinal alkaline phosphatase activity. activation factor at 20 µM. AID 1016. hit rate 0.17% among 200,000. purified bovine IAP, CDP-star luminescence, 30 min; hits give high values; fold of DMSO-control signal, blank-subtracted;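 active means activation factor of 2 or more at 20 µM, a signal rise over negative controls twice the positive control's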
PMI act: phosphomannose isomerase (human) activation; P34949; purified human PMI, coupled resazurin fluorescence, 20 min; hits give high values; 1 = vehicle control, 0 substrate-free wells; activation factor at 20 µM; hit rate 0.005% among 190,000;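 active means activation factor of 2 or more at 20 µM, relative to plate controls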
APP 5'UTR act: APP 5'UTR luciferase reporter activation; AID 1276; hit rate 1% among 190,000; activation, % at 2 µM; SH-SY5Y APP 5'UTR luciferase reporter, luminescence; zero percent = DMSO vehicle wells;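 active means activation above a set limit, based on mean plus 3 SD of controls, cut at about 140% in these data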; further: values of inactives mirror those of a sister screen read the other way
PMI act satM6P: PMI (human) activation, high substrate; activation factor at 20 µM; AID 1216; hit rate 0.34% among 190,000; P34949; coupled PMI enzyme assay, resazurin fluorescence, 20 min; hits give high values; 1 = untreated enzyme, 0 = substrate-free blank;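 active means activation factor of 2 or more at 20 µM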
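Test system: human phosphomannose isomerase with PGI, G6PDH, diaphorase coupling enzymes / Doses: 20 µM compound, 1% DMSO / Times: enzyme reaction with compound 20 min at room temperature / Measured by: Diaphorase-driven resazurin-to-resorufin fluorescence, excitation 544, emission 590 nm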
The depositor's hits bear a star; · = no result given.

SMILES	TNAP inh noacc	TNAP inh hi DEA	FLuc stim CS	TNAP act hi DEA	NF-kB expr up	FLuc inh counter	bIAP act	PMI act	APP 5'UTR act	PMI act satM6P
COc1ccc(C(=S)N2CCN(C)CC2)cc1	-14	0	1	1	1.2	-3	0.9	1	-5	1.1
CCc1cccc2c(-c3csc(=NC)n3C)c[nH]c12	-9	2	1	1	1.4	-1	1.1	1	5	1
C/C(=N\Nc1ccc(C(=O)O)cc1)c1nc2ccccc2n1C	11	0	1	1	2.7	-2	0.9	0.9	55	1
COc1ccc(OC)c(S(=O)(=O)n2nnc3ccccc32)c1	-4	-5	1.1	1.1	0.9	-5	0.9	0.9	7	1
COc1ccc(-c2nnc(SCC(=O)N3CCOCC3)o2)cc1	-6	-8	0.9	1.1	1.9	6	0.9	0.9	56	0.9
COc1ccc(Cn2nnnc2C(C(C)C)N2CCN(c3ccccc3OC)CC2)cc1 (stereo not drawn)	-2	2	1	1	0.78	0	1.1	0.9	-12	0.9
O=C(Nc1c2c(nc3c1CCC3)CCCC2)c1ccccn1	-5	-4	1.1	1	0.84	-7	0.9	1.1	-14	1
Cc1ccc(S(=O)(=O)c2ccc(-n3nc(C)cc3N)cc2)cc1	-18	-5	1	1.1	1	-4	1	0.9	16	0.9
C/C(CCN1CCCCc2nc(C)c(C)cc21)=N\O[C@H](C)c1cn([C@H](CO)Cc2ccccc2)nn1	-7	-4	1.1	1	0.77	-8	1.1	1	5	0.9
CC(C)OC(=O)CSc1nc(-c2ccc(F)cc2)nc2ccc(F)cc12	-3	1	1	1	1.1	-2	1.1	1	-1	1
O=C(Cn1c(CC(=O)N2CCCC2)nc2ccccc21)NCc1ccccc1	-9	1	1	1	1	-4	0.9	0.9	6	1
COCCCNCCOc1cc(C(C)C)ccc1C	5	-3	1.1	1	1.2	-6	0.9	0.7	2	0.8
C=CCn1c(SCC(=O)c2c(N)n(C)c(=O)n(C)c2=O)nc2sc(C)c(C)c2c1=O	-12	-4	1	1	0.97	-3	1.1	0.8	-3	0.9
O=C(O)c1ccc(Nc2cnc3ccccc3n2)cc1	-4	2	1	1	1.9	4	1.1	1.1	5	1.1
CCN(CC)C(=O)c1sc2nc(-c3ccccc3)ccc2c1N	-17	-7	0.6	1.1	7.1*	38	1.2	1.2	133	1.3
COc1ccc2nc(NC(=O)c3ccc4ncsc4c3)sc2c1	-35	-3	0.6	1	1.6	36	1.1	1	116	1
S=c1[nH]nc(-c2cc3c(s2)-c2ccccc2CC3)o1	11	-4	0.9	1	1.6	9	0.7	1.1	24	1.2
Cc1cc(C)cc(OCC(=O)N/N=C/c2ccc([N+](=O)[O-])o2)c1	8	10	1	0.9	0.78	-4	1.2	1.1	1	0.8
COc1ccc(N2Cc3cccc(C(=O)N4CCN(C(=O)c5ccco5)CC4)c3C2=O)cc1	14	-4	1.1	1	0.99	-7	1	1	6	0.9
Cc1ccc(NC(=O)C2CCCN(S(=O)(=O)c3c(C)noc3/C=C/N(C)C)C2)cc1F (stereo not drawn)	-10	-3	1	1	0.7	-4	1	0.8	0	0.9

Exported with values under each structure: entries from further up
Sequence of screens – TNAP inh noacc, TNAP inh hi DEA, FLuc stim CS, TNAP act hi DEA, NF-kB expr up, FLuc inh counter, bIAP act, PMI act, APP 5'UTR act, PMI act satM6P
- O=C(Cn1c(CC(=O)N2CCCC2)nc2ccccc21)NCc1ccccc1
  -9, 1, 1, 1, 1, -4, 0.9, 0.9, 6, 1
- C/C(=N\Nc1ccc(C(=O)O)cc1)c1nc2ccccc2n1C
  11, 0, 1, 1, 2.7, -2, 0.9, 0.9, 55, 1
- O=C(Nc1c2c(nc3c1CCC3)CCCC2)c1ccccn1
  -5, -4, 1.1, 1, 0.84, -7, 0.9, 1.1, -14, 1
- Cc1ccc(S(=O)(=O)c2ccc(-n3nc(C)cc3N)cc2)cc1
  -18, -5, 1, 1.1, 1, -4, 1, 0.9, 16, 0.9
- COc1ccc(OC)c(S(=O)(=O)n2nnc3ccccc32)c1
  -4, -5, 1.1, 1.1, 0.9, -5, 0.9, 0.9, 7, 1

Going on with the list.
SMILES	TNAP inh noacc	TNAP inh hi DEA	FLuc stim CS	TNAP act hi DEA	NF-kB expr up	FLuc inh counter	bIAP act	PMI act	APP 5'UTR act	PMI act satM6P
COc1ccc(C2=NN(C(=O)c3cccs3)C(c3ccccc3O)C2)cc1 (stereo not drawn)	-2	-2	1	1	1	-1	0.9	0.9	7	0.9
COc1ccc(C(=O)NC2CCN(C(=S)Nc3cc(C)cc(C)c3)CC2)cc1	-8	0	1	1	0.76	-5	1	0.8	·	0.9
Cc1ccc(C(C(=O)NCc2ccco2)N(C(=O)Cc2cccs2)c2cccnc2)cc1 (stereo not drawn)	-14	-6	1.1	1.1	1	-6	0.9	1	-3	1.1
COc1ccc(NC(=O)c2ccc3c(c2)NC(=O)CO3)cc1OC	-11	0	1	1	1	1	0.9	1	-1	1
CCOc1ccc(N2C(=O)CC(N3CCc4ccccc43)C2=O)cc1 (stereo not drawn)	-19	-3	1	1	1.2	-3	1	1.1	-12	1.1
Cc1ccc(COn2c(-c3ccc(Cl)cc3)nc3ccc([N+](=O)[O-])cc32)cc1	27	6	0.8	0.9	5.3*	16	0.5	1	·	0.9
CCOCCCNC(=O)C(c1ccc(C)cc1)N(Cc1ccc2c(c1)OCO2)C(=O)CNC(C)=O (stereo not drawn)	-6	-2	1.1	1	1.1	-12	0.9	1.1	-8	1.1
CCCCC(=O)Nc1cccc(NC(=O)C(C)C)c1	-3	-5	1.1	1	1.1	-10	0.9	1.1	-2	1
Cc1ccc(-c2nc(C#N)c(NCc3cccc4c3OCO4)o2)cc1	-13	-2	1.1	1	1.7	-7	0.8	0.9	2	0.8
Cc1ccc2c(c1)c1ncnc(N3CCN(c4ccccc4)CC3)c1n2C	-7	-4	1.1	1	1.1	-7	0.7	1	25	1
Cc1cccc2c(CCNC(=O)c3ccc([N+](=O)[O-])cc3)c[nH]c12	-13	3	1	1	1.1	-1	1	1	13	1
CCOc1cc2c(cc1OC)C(c1cccc([N+](=O)[O-])c1)NCC2 (stereo not drawn)	-9	0	1	1	1.1	-2	1	1.1	3	1.1
O=C(Nc1ccon1)C1CCN(S(=O)(=O)c2cccs2)CC1	-8	-3	1	1	1.1	-3	0.9	1	15	1
COc1ccc(C2C=C(c3ccccc3)Nc3nnnn32)cc1 (stereo not drawn)	6	-4	1.1	1	1	-9	0.9	1.2	14	1.5
O=C(c1ccccn1)N(Cc1ccco1)C1(C(=O)NC2CCCCC2)CCCCC1	-9	0	1	1	0.9	-2	1	1	-3	1.1
COc1ccc(CCN2C(=O)CN=C2Nc2ccc(F)cc2)cc1OC	-10	-7	1.1	1.1	1.2	-7	1.1	1	13	1
Cc1ccccc1S(=O)(=O)Cc1ccc(C(=O)NCCCN2CCN(C)CC2)o1	-1	-7	1.1	1.1	0.94	-7	0.9	1.1	-16	1
CCOC(=O)Nc1ccc2ncn(C)c(=O)c2c1	-12	-3	1	1	1.2	0	1	0.9	3	0.9
Cc1nn(-c2ccccc2)c(/N=C/c2ccccc2O)c1-c1ccccc1	-8	-6	0.7	1.1	2	32	0.8	1	49	1.1
O=c1c2nccnc2[nH]c(=S)n1Cc1ccccc1Cl	-4	-2	1	1	0.87	-4	1.1	1.2	-27	1.1

NF-kB expr up, what is marked active above.
smiles | TNAP inh noacc | TNAP inh hi DEA | FLuc stim CS | TNAP act hi DEA | NF-kB expr up | bIAP act | PMI act | APP 5'UTR act | PMI act satM6P
CCN(CC)C(=O)c1sc2nc(-c3ccccc3)ccc2c1N | -17 | -7 | 0.6 | 1.1 | 7.1* | 1.2 | 1.2 | 133 | 1.3
Cc1ccc(COn2c(-c3ccc(Cl)cc3)nc3ccc([N+](=O)[O-])cc32)cc1 | 27 | 6 | 0.8 | 0.9 | 5.3* | 0.5 | 1 | · | 0.9

Later entries.
SMILES	TNAP inh noacc	TNAP inh hi DEA	FLuc stim CS	TNAP act hi DEA	NF-kB expr up	FLuc inh counter	bIAP act	PMI act	APP 5'UTR act	PMI act satM6P
COc1cc(/C=C2\NC(=S)N(C)C2=O)ccc1O	41	32	1	0.7	1.2	0	0.6	1	2	1
CCOC(=O)c1c(-c2cccs2)csc1NC(=O)CSc1ncn[nH]1	-8	-2	1	1	0.85	-4	1	0.7	20	0.8
COc1ccc(-c2ccc(SCc3ccccn3)nn2)cc1OC	-13	-5	1	1	1	0	1.1	1.1	22	1.1
CCN(c1ccccc1)C1(O)C(=O)c2ccccc2C1=O	-2	2	1	1	0.92	-3	1	1	12	1
COc1cc(NC(=S)NCCC(c2ccccc2)c2ccccc2)c(OC)cc1Cl	-49	-9	1	1.1	1	-3	1	0.8	7	0.8
COc1ccccc1C(=O)Nc1ccc(-c2nnn(CC(=O)N3CCN(C(=O)c4ccco4)CC3)n2)cc1	-8	0	0.8	1	0.87	18	1.1	1	6	1
O=S1(=O)CCN2C(=N1)Sc1c2ccc2c1CCCC2	-22	-9	0.8	1.1	2	15	0.9	0.8	8	0.7
Cc1noc(NS(=O)(=O)c2ccc(NC(=O)CSc3ncccn3)cc2)c1C	-10	0	1	1	1.1	-2	1	0.9	19	0.9
Cc1ccc(S(=O)(=O)CC(=O)N2CCCC2)cc1	-4	-2	1.1	1	1	-10	1	1.1	18	1.1
Cc1ccc(C(=O)N/C(=C/c2ccco2)C(=O)OCN2C(=O)c3ccccc3C2=O)cc1	-8	-4	1	1	1.2	-3	0.9	0.9	-5	0.9
O=C(O)c1cc(S(=O)(=O)Nc2ccc(N3CCCCC3)cc2)ccc1Cl	-12	-6	1.1	1.1	1.1	-6	0.9	1.2	17	1.1
COc1ccc(C(=O)N/N=C(/C)c2cccc(NC(=O)C(F)(F)F)c2)cc1	-10	-7	0.8	1.1	2.4	22	0.9	1	75	1
O=S(=O)(c1cccc(-c2nnco2)c1)N1CCCC1	-15	-4	1.1	1	0.96	-8	1	1	-2	1
O=C(/C=C/c1ccc2c(c1)OCO2)NCCSCc1ccc(Cl)cc1Cl	-8	-4	1	1	0.99	-3	0.5	0.8	13	0.9
COc1cc(C(=O)NCC2CCCO2)cc(OC)c1OC (stereo not drawn)	-7	-1	1.1	1	1.2	-8	0.8	1	-7	1
C=CCOc1cccc(C2/C(=C(/O)c3ccc(F)cc3)C(=O)C(=O)N2CCN2CCOCC2)c1 (stereo not drawn)	-8	-3	1.1	1	1.4	-8	1	1.2	7	1.1
COc1ccc(C2NC(=O)CS2)cc1OC (stereo not drawn)	-6	-10	1.1	1.1	0.97	-12	0.9	1.2	4	1.1
COc1cccc(N/C(C)=C/C(=O)c2ccc(Br)cc2)c1	-1	-2	0.8	1	2.8	19	0.8	1	56	0.9
CCc1cccc(CC)c1NC(=O)COC(=O)CCc1cc(OC)c(OC)c(OC)c1	3	1	1.1	1	1.1	-9	0.9	0.9	15	1
COCCOC(=O)c1c(C)oc2ccc(NS(=O)(=O)c3ccccc3)cc12	-10	-6	1	1.1	0.9	-4	0.9	0.8	-10	0.9
Cc1cc(C)c(NC(=S)N(CCN(C)C)C(C)c2cccnc2)c(C)c1 (stereo not drawn)	3	-1	1.1	1	0.85	-6	0.9	1.1	-3	1
CC(C)(C)C(=O)CC1(O)C(=O)N(Cc2ccc(Cl)cc2)c2ccccc21 (stereo not drawn)	10	-1	1.1	1	0.96	-6	0.9	1.1	-6	1.1
CC(C)Cc1nnc(NC(=O)c2cc(-c3ccccc3)nc3ccccc23)s1	-6	-2	1	1	1.2	0	1	1	21	1
